Source: PubChem (Sanford-Burnham Center for Chemical Genomics)
NLRP3 yeast inh – inhibitors of NALP3 inflammasome in yeast; actives 0.39% (n = 330,000); inhibition, % at 10 µM; AID 2825; Yeast reconstituted NLRP3/ASC/caspase-1, beta-gal luminescence, 24 h;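 active = inhibition of 50% or more; inactive = inhibition below 50%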;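 also: plate controls were induced DMSO wells for no effect and uninduced yeast grown without galactose for full effect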
SENP1 inh – blocks the human SENP1 SUMO protease catalytic domain; recombinant SENP1 catalytic domain, CyPet-SUMO1-YPet FRET cleavage; inhibition, % at 10 µM; actives 0.21% (n = 360,000); AID 624204;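 active = inhibition at least 30% at 10 µM, raw YFP signal under a set limit, fluorescence ratio 0.5 to 1.5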;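 also: 0% = enzyme with DMSO and 100% = no enzyme wells; some results filed as inactive read as strong as hits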
Target sequence (Q9P0U3 419-644 limits assumed): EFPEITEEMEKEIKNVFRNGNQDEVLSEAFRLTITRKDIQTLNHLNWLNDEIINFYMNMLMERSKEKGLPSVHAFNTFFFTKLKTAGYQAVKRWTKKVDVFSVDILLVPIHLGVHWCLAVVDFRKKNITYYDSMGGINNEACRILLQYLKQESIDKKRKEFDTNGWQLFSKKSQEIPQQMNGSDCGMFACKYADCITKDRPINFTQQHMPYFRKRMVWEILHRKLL
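Material – human SENP1 catalytic domain · Input – SENP1 enzyme, 20 pM final · Compound dosing – single concentration of 10 µM compound, 0.5% DMSO final · Timing – enzyme reaction for 50 min at room temperature, dark · Measured by – FRET fluorescence in CFP and YFP emission channels · Control set – no-enzyme wells low, DMSO-plus-enzyme wells high control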
APOBEC3A inh – human APOBEC3A DNA deaminase inhibition; recombinant A3A, FAM/TAMRA ssDNA deamination fluorescence; P31941; inhibition, % at 20 µM; actives 0.41% (n = 330,000);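 active = at least 40% inhibition at 20 µM here, with at most 30% in a related deaminase screen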;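 also: plate controls were A3A with DMSO for no effect and wells lacking A3A enzyme for full effect; some results filed as inactive read as strong as hits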
Target sequence (P31941 whole entry, looked up): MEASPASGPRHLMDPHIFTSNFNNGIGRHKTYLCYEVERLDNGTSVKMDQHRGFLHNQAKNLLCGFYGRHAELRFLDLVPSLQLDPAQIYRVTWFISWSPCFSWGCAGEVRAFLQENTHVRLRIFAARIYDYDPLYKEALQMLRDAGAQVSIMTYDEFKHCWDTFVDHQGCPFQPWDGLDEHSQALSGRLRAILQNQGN
MIN6 prolif – MIN6 beta-cell proliferation induction; MIN6 cells proliferation, ATPlite luminescence, 48 h; cells starved in 0.2% serum; 100% = growth in 10% serum; actives 0.29% (n = 330,000); proliferation, % at 10 µM;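 active = compounds whose signal lies at least 3.5 SD above the mean of all wells on their plate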;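 also: 0% = DMSO-treated cells in low-serum medium and 100% = 10% serum control; some compounds called inactive have numbers as strong as hits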
mIAP act – increases mouse intestinal alkaline phosphatase activity. actives 0.24% (n = 330,000). activation factor at 10 µM. muIAP, CDP-Star luminescence, 30 min; stronger effect = higher value; 1 = vehicle-only enzyme signal, 0 = enzyme-free wells;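 active = activation factor of at least 2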; also: the source names both 10 and 20 µM as test concentration; values of inactives mirror those of a sister screen read the other way
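Assay system: mouse IAP enzyme / Compound: DMSO-dissolved test compounds / Timing: 30 min, room temperature / Measured by: luminescence from enzymatic CDP-Star hydrolysis / Control set: DMSO-only wells, enzyme-free buffer wells as negative control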
hIAP block – human IAP inhibition; purified IAP, CDP-Star luminescence, 30 min; AID 2544; inhibition, % at 10 µM; actives 0.12% (n = 330,000); P09923;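 active = inhibition reaching a set limit with compound at 10 µM in the primary screen, cut at about 35% in these data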;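 also: plate controls were DMSO wells with enzyme for no effect and no-enzyme buffer wells for full effect; values of inactives mirror those of a sister screen read the other way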
mIAP inh – blocks mouse intestinal alkaline phosphatase. purified mouse IAP, CDP-Star luminescence, 30 min. inhibition, % at 10 µM. actives 0.2% (n = 330,000). AID 2806;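 active = inhibition of at least 40% at 10 µM in the primary screen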;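 also: plate controls were DMSO with enzyme for no effect and no enzyme wells for full effect; values of inactives mirror those of a sister screen read the other way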
hIAP act – human IAP activation. purified human IAP, CDP-Star luminescence, 30 min; stronger effect = higher value; 1 = vehicle-only enzyme, 0 = enzyme-free background. AID 2524. activation factor at 10 µM. actives 0.16% (n = 330,000). P09923;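 active = activation factor of the enzyme at least 2-fold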; also: the source names both 10 and 20 µM as test concentration; values of inactives mirror those of a sister screen read the other way
APOBEC3G inh – APOBEC3G (human) deaminase inhibition; Q9HC16; inhibition, % at 20 µM; recombinant A3G, ssDNA deamination FAM/TAMRA fluorescence; actives 0.28% (n = 330,000);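 active = inhibition of at least 40% at 20 µM, with no more than 30% in the related APOBEC3A deaminase screen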;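 also: plate controls were DMSO wells with A3G for no effect and wells lacking A3G enzyme for full effect; some compounds called inactive have numbers as strong as hits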
Target sequence (Q9HC16 whole entry, looked up): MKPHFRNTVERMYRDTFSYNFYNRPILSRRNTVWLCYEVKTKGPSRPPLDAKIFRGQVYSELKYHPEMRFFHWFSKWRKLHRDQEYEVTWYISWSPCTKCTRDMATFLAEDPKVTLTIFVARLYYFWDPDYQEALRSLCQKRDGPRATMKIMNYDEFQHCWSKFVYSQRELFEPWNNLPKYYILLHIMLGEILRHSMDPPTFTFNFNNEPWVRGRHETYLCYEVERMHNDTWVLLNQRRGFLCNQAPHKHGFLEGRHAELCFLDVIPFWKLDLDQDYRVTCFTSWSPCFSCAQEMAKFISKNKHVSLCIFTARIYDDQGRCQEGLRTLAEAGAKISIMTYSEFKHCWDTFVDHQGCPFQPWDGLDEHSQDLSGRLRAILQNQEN
Active calls of the source: *; . = no result given.

SMILES	APOBEC3A inh	SENP1 inh	NLRP3 yeast inh	mIAP act	hIAP act	MIN6 prolif	mIAP inh	APOBEC3G inh	hIAP block
COc1ccc(/C=N/Nc2nc(Nc3ccccc3)nc(N3CCCC3)n2)cc1[N+](=O)[O-]	0	2	28	0.83	1	-5	17	-2	-1
COc1ccc(N2CCN(C(=O)CN3C(=O)COc4ccccc43)CC2)cc1	-4	0	23	0.95	0.96	2	5	-9	4
COc1ccc(NC(=O)c2cc3c([nH]c4ccccc43)c(C)n2)cc1	-4	2	8	1.1	1.1	1	-14	-7	-8
O=C(Nc1cccc(Oc2ccc3c(c2)C(=O)NC3=O)c1)c1cccs1	1	3	4	0.82	0.87	0	18	-3	13
Cn1cccc1C(C#N)c1ccccc1C#N (configuration not stated)	0	-1	-29	0.96	1.1	-5	4	-5	-13
CCOC(=O)C1=C(C)N(C[C@@H]2CC[C@@H](Cc3ccc(-c4ccccc4)cc3)O2)C(=O)NC1c1ccc(C(F)(F)F)cc1 (some centres not stated)	1	1	.	0.92	.	.	8	-1	.
O=C(NC1=NCCS1)C1CC(=O)N(c2ccc(F)cc2)C1 (configuration not stated)	-3	2	13	1.1	1.1	-2	-12	-4	-8
CCNC(=O)C1CCCN1C(=O)C(CCCN=C(N)N)NC(=O)C(CC(C)C)NC(=O)C(Cc1cn(Cc2ccccc2)cn1)NC(=O)C(Cc1ccc(O)cc1)NC(=O)C(CO)NC(=O)C(Cc1c[nH]c2ccccc12)NC(=O)C(Cc1cnc[nH]1)NC(=O)C1CCC(=O)N1 (configuration not stated)	3	-1	32	1.5	1.5	-4	-46	3	-45
O=C(N/N=C/c1ccccc1OCc1ccccc1)c1cccs1	-1	2	4	1	0.99	0	-1	-1	1
CCC(OC(=O)c1nsc(Cl)c1Cl)C(=O)NCC1CCCO1 (configuration not stated)	-4	1	2	0.93	0.8	0	7	-14	20
CCOc1ccc(Nc2cc(C)nc(-n3nc(C)cc3C)n2)cc1	-5	0	30	0.95	1.2	-4	4	-9	-18
Cc1nc(NC(=O)CSc2ccccc2N)sc1C	-2	.	2	0.97	0.96	2	3	0	4
COc1cccc(N2CCN(C(=O)c3ccc4ccccc4c3)CC2)c1	3	-8	-2	0.99	1.1	-2	1	-4	-7
CCO[C@H]1OC(C(=O)N2CCN(Cc3ccccc3)CC2)=C[C@@H](c2coc3ccccc3c2=O)[C@@H]1CCCO	1	0	8	1	0.9	4	-1	7	10
COc1ccc(C2=NN(C(=O)CSc3nc4ccccc4s3)C(c3ccc(OC)cc3)C2)cc1 (configuration not stated)	-1	-1	18	0.88	1.1	0	12	-3	-7
Cc1ccc(C(=O)c2ccccc2C(=O)O)c(O)c1	-3	2	8	1	0.95	0	-3	-9	5
Cc1cc(C)c(N)c(C(=O)O)c1	-7	4	16	1	1.1	-1	-2	-7	-7
CCN(Cc1ccccc1)C(=O)CCc1nc(CN2CCN(C(=O)c3ccc([N+](=O)[O-])cc3)CC2)no1	-4	1	7	0.96	1	-1	4	-5	0
Cc1cc(C)c(C#N)c(SCC(=O)OC2CCCCC2)n1	-1	-1	4	1.1	0.96	0	-6	0	4
NC(=O)C1CCN(C(=O)c2ccc(NS(=O)(=O)c3ccc(F)c(F)c3)cc2)CC1	3	3	16	1.1	0.97	-4	-10	-5	3
CSCCC(NS(=O)(=O)c1cccc(C(F)(F)F)c1)C(=O)N(C)CCOc1ccc(Cl)cc1 (configuration not stated)	-4	-4	8	0.88	1.1	-7	12	-7	-6
COc1ccc(CC(=O)NCC2(c3ccc(OC)c(OC)c3)CCCC2)cc1	-3	0	9	1.1	0.95	-3	-6	-10	4
COc1cccc(NC(=O)C2CCCN(S(=O)(=O)c3cccc4nsnc34)C2)c1 (configuration not stated)	-4	6	-6	1	0.92	1	0	-3	8
Cc1ccc(C)c(-c2nnc(NC(=O)C3=COCCO3)o2)c1	1	2	14	1	0.96	4	-2	-9	4
COc1ccccc1NS(=O)(=O)c1cc(C)ccc1C	1	2	-19	1.1	0.99	-2	-6	0	1
CCOc1ccccc1NC(=O)CCN1CCN(S(=O)(=O)c2ccc(Br)cc2)CC1	-1	1	15	1	1.1	1	-2	-6	-14
COc1cc(C2C(C(=O)c3cccs3)=C(O)C(=O)N2Cc2ccco2)cc(OC)c1OC (configuration not stated)	-2	3	1	1.1	1.1	-3	-6	0	-12
COc1cc(OC)c(OC)cc1/C=N/n1c(COc2ccccc2)n[nH]c1=S	3	1	25	0.99	0.98	7	1	39	2
CCOC(=O)C1=CN(Cc2cccc(F)c2)S(=O)(=O)N(C)C1c1cccc(OC)c1 (configuration not stated)	0	2	.	0.94	.	.	6	-2	.
O=C(O)c1nn(Cc2nc3ccccc3o2)c(=O)c2ccccc12	-4	0	-2	0.9	0.93	0	10	-12	7

Of the compounds above, two have a CF3 group:
SMILES	APOBEC3A inh	SENP1 inh	NLRP3 yeast inh	mIAP act	hIAP act	MIN6 prolif	mIAP inh	APOBEC3G inh	hIAP block
CCOC(=O)C1=C(C)N(C[C@@H]2CC[C@@H](Cc3ccc(-c4ccccc4)cc3)O2)C(=O)NC1c1ccc(C(F)(F)F)cc1 (some centres not stated)	1	1	.	0.92	.	.	8	-1	.
CSCCC(NS(=O)(=O)c1cccc(C(F)(F)F)c1)C(=O)N(C)CCOc1ccc(Cl)cc1 (configuration not stated)	-4	-4	8	0.88	1.1	-7	12	-7	-6

(continued)
SMILES	APOBEC3A inh	SENP1 inh	NLRP3 yeast inh	mIAP act	hIAP act	MIN6 prolif	mIAP inh	APOBEC3G inh	hIAP block
CSc1nc(-c2ccccc2)nc(NC(C)=O)c1C(C)=O	5	-54	23	0.95	0.98	1	5	4	2
CCOC(=O)/C(C(C)=O)=C1/OC(=O)c2ccccc21	-2	3	-15	1	0.77	-2	-2	-1	23
COc1cc(C(=O)NC2CC3CCCC(C2)N3Cc2ccccc2)cc(OC)c1OC (configuration not stated)	-3	2	10	1.1	1.4	-3	-9	2	-42
COC(=O)[C@@]1(Cc2ccc(F)cc2)[C@H]2c3cc(C(=O)N4CCCC4)n(CCc4ccccn4)c3C[C@H]2CN1C(=O)c1ccccc1	-4	.	7	0.96	0.98	-2	4	-11	2
COc1ccc(/C=N/NC(=O)c2ccn[nH]2)cc1COc1ccc([N+](=O)[O-])c(C)c1	3	1	13	0.97	1	-2	2	0	-2
COc1ccc(NC(=O)c2ccco2)cc1NC(=O)c1ccccc1[N+](=O)[O-]	1	2	0	1	1	0	-2	-6	-4
CCCCCn1c(N2CCC(C(N)=O)CC2)nc2c1c(=O)[nH]c(=O)n2C	-2	2	14	1.1	1.1	0	-12	-3	-8
CCC(CO)Oc1cc(NC(=O)c2ccc(OC)cc2)c2ncn(C(C)C)c2c1 (configuration not stated)	1	-6	29	1.1	1.1	-1	-5	-3	-7
COc1ccc(-n2nnnc2/C=C/Nc2cc(C(F)(F)F)ccc2OC)cc1	-2	-6	1	0.91	0.95	-3	9	-7	4
CC1=NN(c2nc(-c3ccc(C)cc3)cs2)C(=O)C1N=Nc1ccc2ccccc2c1 (configuration not stated)	0	8	-7	0.84	0.92	2	16	3	8
CC(Oc1cccc(F)c1)c1ccnc2nc(/N=C/N(C)C)nn12 (configuration not stated)	-5	2	2	0.91	1	0	9	-8	-2
COc1ccc(/C=C/C(=O)Nc2ccc(S(=O)(=O)Nc3cc(C)nc(C)n3)cc2)cc1OC	0	2	14	1	0.88	-2	0	-10	12
COc1ccccc1-c1nc(C#N)c(N2CCC(Cc3ccccc3)CC2)o1	-1	0	-4	0.98	1.1	-5	2	-6	-6
COC(=O)CNC(=O)c1c(C)cc(=O)oc1C	-4	2	-5	0.93	0.93	-1	7	-13	7
CCOc1ccccc1CN1CCC(N2CCOCC2)CC1	-2	-1	-13	0.98	1.1	0	2	-3	-14
COc1cccc(OC)c1CC1SC(=O)NC1=O (configuration not stated)	-3	2	-2	0.99	0.99	-1	1	-6	1
COc1ccccc1CNC(=O)C1CCC(CNc2c(N3CCOCC3)c(=O)c2=O)CC1 (configuration not stated)	8	1	2	0.96	0.98	2	4	0	2
COC(=O)CC1SC(=O)NC1=Nc1ccc(OC)cc1 (configuration not stated)	-6	0	5	1.1	1.3	-2	-6	-1	-25
O=C1CS/C(=N/N=C\c2ccn[nH]2)N1	1	2	1	0.86	1.1	-2	14	-6	-15
Cc1ccc(S(=O)(=O)Nc2ccccc2C(=O)NCc2cccnc2)cc1	-2	3	13	0.97	0.94	0	3	-5	6
NC(=O)c1nsc(C(=O)N(Cc2ccc(F)cc2)C(C(=O)NC2CCCC2)c2ccco2)c1N (configuration not stated)	1	-10	20	1	0.95	-3	0	-6	5
O=C(CCc1nc(-c2ccccc2)no1)Nc1cccnc1	-6	2	-7	0.97	1.2	-4	3	-8	-23
O=C1c2ccccc2C(Nc2cccnc2)N1Cc1ccccc1 (configuration not stated)	-1	4	4	1	1.1	-4	-1	-1	-10
COc1ccc(NC(=S)N2CCN(S(=O)(=O)c3ccc(F)cc3)CC2)cc1	-3	0	10	0.95	1.2	-2	5	-6	-18
CCOC(=O)CCc1nn(C)c(=O)c2ccccc12	-6	1	16	1.2	1.1	0	-15	-5	-11
CCn1c(SCC(=O)Nc2sc(C)c(C)c2C#N)nnc1C(C)C	-2	0	-8	1	0.85	0	-2	-4	15
CCCC(C)NC(=O)CSCc1ccc(OC)cc1 (configuration not stated)	0	1	18	1	1.1	-4	-4	-5	-11

The list is partial; the hit share may differ from the screen's.
